Compound activity as filed in PubChem BioAssay.
PKM2 act: activators of human pyruvate kinase M2; P14618; Potency, µM (top dose mostly 57.5 µM), for the others: top-dose activation, usual class: activators; 0.34% of 260,000 active; purified PKM2, Kinase-Glo ATP luminescence, activation; response scale: 0% is enzyme alone, no compound; note: potency is the fitted concentration of half-maximal effect; % is set by controls: 0 for no effect and ±100 for the full control effect; nearly all actives have a fitted effect of over 55% in size
Target sequence (P14618 whole entry, looked up): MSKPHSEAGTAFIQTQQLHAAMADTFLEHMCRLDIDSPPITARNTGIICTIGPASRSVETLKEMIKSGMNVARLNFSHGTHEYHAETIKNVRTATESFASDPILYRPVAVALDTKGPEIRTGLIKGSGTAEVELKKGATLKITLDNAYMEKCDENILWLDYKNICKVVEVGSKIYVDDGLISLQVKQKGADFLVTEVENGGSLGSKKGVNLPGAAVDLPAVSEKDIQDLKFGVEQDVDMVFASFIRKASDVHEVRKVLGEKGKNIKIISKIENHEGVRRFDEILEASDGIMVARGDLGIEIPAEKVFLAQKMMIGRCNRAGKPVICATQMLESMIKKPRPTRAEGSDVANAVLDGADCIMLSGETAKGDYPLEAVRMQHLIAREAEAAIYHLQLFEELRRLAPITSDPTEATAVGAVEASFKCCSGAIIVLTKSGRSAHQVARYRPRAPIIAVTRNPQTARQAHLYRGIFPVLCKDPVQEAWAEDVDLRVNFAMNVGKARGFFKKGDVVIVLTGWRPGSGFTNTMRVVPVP
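Kinase-Glo luminescence reports ATP generated from ADP (0.1 mM) and PEP (0.5 mM) by purified hPK-M2 after 1 h at room temperature, pH 7.2 imidazole buffer; intermediate enzyme activity allows detecting inhibitors and activators.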
TRPV1 ag: human TRPV1 agonism. AID 540275. 0.19% of 320,000 active. Q8NER1. TRPV1-expressing cells, Fluo-8 calcium influx, agonist mode. activation, % at 8.33 µM; in the data active = activation above about 80%; inconclusive = between about 30% and that limit; note: 0% is about no effect
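Cells expressing TRPV1 were dye-loaded with Fluo-8 and read kinetically: 10 s baseline, 3 min after compound (agonist portion), then 2 min after EC20 capsaicin (allosteric enhancer portion). Calcium-bound dye fluorescence at 480/520 nm.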
B2AR arrestin: agonists driving beta-arrestin recruitment to human beta2-adrenergic receptor. P07550. beta-arrestin recruitment to beta2AR, cell-based reporter. Potency, µM (titrated, usually from 46.1 µM), without a hit: at the highest dose activation, usual class: activators. 0.02% of 330,000 active. AID 492947;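 note: potency is the fitted concentration of half-maximal effect; 0% = DMSO controls and full agonism = EC100 isoproterenol or metaproterenol; nearly all actives have a fitted effect of over 65% in size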
USP2a inh: blocks human ubiquitin-specific protease USP2a. O75604. USP2 core, Ub-CHOP2 coupled fluorogenic reporter, 485/531. Potency, µM (highest dose often 38.3 µM), for inactives: at the top dose activity change, negative = inhibition, hits mostly inhibitors. 0.01% of 330,000 active. AID 463254;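 note: potency is the fitted concentration of half-maximal effect; plate controls were DMSO wells for no effect and full inhibition by NEM control for full effect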
Target sequence (O75604 whole entry, looked up): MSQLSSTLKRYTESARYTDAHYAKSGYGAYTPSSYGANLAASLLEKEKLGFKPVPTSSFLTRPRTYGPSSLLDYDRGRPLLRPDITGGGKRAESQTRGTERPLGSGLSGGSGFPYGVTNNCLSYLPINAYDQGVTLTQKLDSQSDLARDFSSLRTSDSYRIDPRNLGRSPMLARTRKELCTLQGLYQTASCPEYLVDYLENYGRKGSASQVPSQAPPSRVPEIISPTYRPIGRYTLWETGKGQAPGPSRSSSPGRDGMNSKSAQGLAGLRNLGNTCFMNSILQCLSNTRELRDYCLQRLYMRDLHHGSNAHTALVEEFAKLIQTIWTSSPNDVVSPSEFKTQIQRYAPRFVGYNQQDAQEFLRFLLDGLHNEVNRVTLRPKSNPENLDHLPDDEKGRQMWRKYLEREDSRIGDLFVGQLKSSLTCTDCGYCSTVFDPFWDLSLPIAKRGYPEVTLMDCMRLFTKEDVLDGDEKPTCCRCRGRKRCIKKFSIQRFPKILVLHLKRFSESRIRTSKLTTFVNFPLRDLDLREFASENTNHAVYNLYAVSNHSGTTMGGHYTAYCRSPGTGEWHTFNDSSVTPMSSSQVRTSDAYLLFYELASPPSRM
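Cell-free coupled assay: 10nM USP2 core preincubated 30min RT with compound in Tris-HCl pH 8.0/CaCl2/CHAPS buffer, then 25nM Ub-CHOP2 and 25nM reporter substrate; fluorescence (Ex 485/Em 531) read after 60min RT, normalized to NEM inhibition, concentration-response curves fitted.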
hERG WT inh: inhibitors of human wildtype KCNH2 potassium channel; Q12809; U2OS, BacMam KCNH2, thallium flux FluxOr; stronger effect = lower value; activity change, % at 1.84 µM; 0.37% of 340,000 active; AID 720551;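 active = maximum activity change below -70%; inconclusive = maximum activity change between -70% and -50%; inactive = maximum activity change above -50%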; note: % is set by controls: 0 for no effect and ±100 for the full control effect
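U2OS cells were transduced with wild-type KCNH2 virus (2.03 x 10^8 / mL) for 4 h at room temperature, then cultured overnight at 37 C. Thallium flux was read with FluxOr dye. Rate constants were normalized to DMSO controls.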
Giardia killer: kills Giardia lamblia; Giardia lamblia trophozoite viability; activity change, % at 7.66 µM, hits read low; 0.15% of 340,000 active; AID 540267; in the data active = activity change below about -80%; inconclusive = between about -30% and that limit;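 note: parasites exposed to compound for two days anaerobically before the ATP read; % is set by controls: 0 for no effect and ±100 for the full control effect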
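Each well holds 100 Giardia trophozoites and compound. After two days (48 hrs) at 37 deg C in anaerobic conditions, ATP is quantified by luminescence.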
Coupling enz: coupling enzyme interference in Giardia aldolase counter-screen. coupling enzyme system counterscreen, AmpLite Red fluorescence. activity change, negative = inhibition, % at 58.2 µM, hits read low. 0.67% of 290,000 active. AID 2472; in the data active = activity change below about -30%; note: % is set by controls: 0 for no effect and ±100 for the full control effect
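Counterscreen lacking aldolase: glyceraldehyde-3-phosphate coupling-enzyme reagent preincubated 10 min at RT with compound (at 57.5 uM final), then substrate/coupling system with AmpLite Red added; fluorescence read at 525/598 nm after 20 min RT.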
GALK inh: blocks human galactokinase activity; P51570; Purified GALK, Kinase-Glo residual ATP luminescence; Potency, µM (highest dose often 57.5 µM), without a hit: at the highest dose activity change, negative = inhibition, most hits filed as inhibitors; 0.007% of 270,000 active; note: potency is the fitted concentration of half-maximal effect; % is set by controls: 0 for no effect and ±100 for the full control effect
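ATP-depletion format; final 35 uM ATP, 100 uM D-galactose, 5 nM enzyme; pH 8.0 HEPES/Mg2+ buffer; 60 min RT; luminescence read 10 min after detection reagent.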
Menin-MLL TR inh: menin-MLL binding inhibition, Texas Red mutant peptide; 0.23% of 270,000 active; AID 1768; Menin + Texas Red MLL mutant peptide, fluorescence polarization; O00255; Potency, µM (titrated, usually from 61.6 µM), for inactives: top-dose FP activity change, negative = inhibition, hits mostly inhibitors; active = well fitted inhibition curve with a large enough effect in the polarisation, with a control signal flat, not every such curve was filed as active; inconclusive = small, poorly fitted or top-dose-only effect, or effect the other way, or a change in a side signal; inactive = no such curve, though single readings can be large or run the other way; the % refers to the polarisation; note: potency is the fitted concentration of half-maximal effect; % of control where 0% means no effect; many of its hits are not listed in these tables
MLL CXXC-DNA inh: inhibitors of human MLL CXXC domain-DNA interaction; 0.037% of 290,000 active; MLL-CXXC / FITC-HOXA9 DNA fluorescence polarization; Potency, µM (highest dose often 115 µM), for inactives: at the top dose activity change, negative = inhibition, most hits filed as inhibitors; Q03164; AID 2662; active = well fitted inhibition curve with a large enough effect in the polarisation, with a control signal flat, not every such curve was filed as active; inconclusive = small, poorly fitted or top-dose-only effect, or effect the other way, or a change in a side signal; inactive = no such curve, though single readings can be large or run the other way; the % refers to the polarisation; note: potency is the fitted concentration of half-maximal effect
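Steps: dispense CXXC domain solution (7 uM) → pin compounds or unlabeled HOX-A9 DNA control → 5 min ambient → add FLSN-HOX-A9 solution (50 nM) → spin → 30 min ambient → fluorescence polarization. Tris pH 7.5/NaCl/DTT/BSA buffer.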
KCNH2 3.1 inh: blocks the human KCNH2 3.1 channel isoform; U2OS KCNH2 3.1, thallium flux FluxOr; stronger effect = lower value; activity change, % (tested at about 1.8 µM); 0.95% of 340,000 active;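 active = maximum activity change below -70%; inconclusive = maximum activity change from -70% to -50%; inactive = maximum activity change above -50%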;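 note: thallium influx rate constant from kinetic fluorescence after stimulation buffer; % is set by controls: 0 for no effect and ±100 for the full control effect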
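We transduce U2OS cells with the mutant 3.1 virus, culture them overnight, load FluxOr with Red40 quencher for 45 min, then add stimulation buffer and read kinetically for 2 min to derive a normalized rate constant.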
Numbers without * were called inactive; [ ] = dose if it differs, or a comment. Unless noted, calls come from the whole dose curve; as a rule, active = well fitted curve in the direction sought with a large enough effect; inconclusive = small, poorly fitted or top-dose-only effect, or another doubt; inactive = no such curve, though single readings can be large; an effect the other way counts as inactive or inconclusive. The list is partial, so the mix of outcomes need not match the whole.

Screening Cc1ccnc(NC(=O)COc2ccc(Cl)cc2)n1 returned PKM2 act -13%, TRPV1 ag 3, B2AR arrestin 0.3%, USP2a inh -2%, hERG WT inh 4, Giardia killer 18, Coupling enz -2, GALK inh 0%, MLL CXXC-DNA inh -4% and KCNH2 3.1 inh -2.
`CCOC(=O)C1(Cc2cccc(F)c2)CCN(Cc2cnc(C)s2)CC1` gave PKM2 act -3%, TRPV1 ag 12, B2AR arrestin 0.2%, USP2a inh 1%, hERG WT inh -2, Giardia killer 6, Coupling enz -2, GALK inh 0%, Menin-MLL TR inh 0%, MLL CXXC-DNA inh -3% and KCNH2 3.1 inh -1.
`Cn1c(=O)c2c(ncn2CCC(=O)N/N=C/c2cccnc2)n(C)c1=O` gave PKM2 act 16%, TRPV1 ag 2, B2AR arrestin -0.2%, USP2a inh -1%, hERG WT inh -5, Giardia killer -3, Coupling enz -1, GALK inh 0%, MLL CXXC-DNA inh -5% and KCNH2 3.1 inh -22.
`CCCCCCCC[n+]1cccc2c3ccccc3ccc21` gave PKM2 act -8%, TRPV1 ag 1, B2AR arrestin -0.3%, USP2a inh -5%, hERG WT inh -9, Giardia killer 11, Coupling enz 6, GALK inh -1%, Menin-MLL TR inh inconclusive, MLL CXXC-DNA inh 7% and KCNH2 3.1 inh -2.
For COc1ccc(NC(=O)c2cc(S(=O)(=O)N3CCCCC3)ccc2N2CCCCC2)cn1 the results were PKM2 act 20%, TRPV1 ag 5, B2AR arrestin -0.9%, USP2a inh 2%, hERG WT inh -1, Giardia killer 13, Coupling enz -35*, GALK inh -1%, Menin-MLL TR inh -1%, MLL CXXC-DNA inh 1% and KCNH2 3.1 inh -3.
CCC(c1nnnn1Cc1cccs1)N1CCN(C2CCCC2)CC1 (stereo not given) was read as PKM2 act -6%, TRPV1 ag 3, B2AR arrestin 0.4%, USP2a inh -1%, hERG WT inh 27, Giardia killer 6, Coupling enz 2, GALK inh -3%, Menin-MLL TR inh -29%, MLL CXXC-DNA inh 7% and KCNH2 3.1 inh -15.
Cc1sc(NC(=O)c2ccc(=O)n(C)n2)nc1-c1ccccc1 was read as PKM2 act 1%, TRPV1 ag 22, B2AR arrestin -1.2%, USP2a inh 2%, hERG WT inh -6, Giardia killer 14, Coupling enz 0, GALK inh -1%, Menin-MLL TR inh -5%, MLL CXXC-DNA inh 0% and KCNH2 3.1 inh 8.
`COc1ccc(CN2C(=O)CCC2(C)C(=O)NC2CCCCCC2)cc1` (stereo not given) gave PKM2 act 1%, TRPV1 ag -1, B2AR arrestin 0.3%, USP2a inh 0%, hERG WT inh 0, Giardia killer -8, Coupling enz 3, GALK inh 1%, Menin-MLL TR inh 1%, MLL CXXC-DNA inh -1% and KCNH2 3.1 inh 8.
COc1cccc(-c2c(-c3cc(OC)cc(OC)c3)n(C)c3ccc(-c4cccc5[nH]ccc45)cc23)c1 was read as TRPV1 ag -3, B2AR arrestin -0.6%, USP2a inh -5%, hERG WT inh 14, Giardia killer -20 and KCNH2 3.1 inh 16.
`CCCc1nnc(NC(=O)CCC(=O)NCCc2ccc(Cl)cc2)s1` gave TRPV1 ag -2, B2AR arrestin 0.0%, USP2a inh 3%, hERG WT inh 1, Giardia killer 13, GALK inh -2%, MLL CXXC-DNA inh 5% and KCNH2 3.1 inh 11.
Screening CCCCNC(=S)NC(=O)c1ccc([N+](=O)[O-])cc1 returned PKM2 act 3%, TRPV1 ag 22, B2AR arrestin 0.2%, USP2a inh 2%, hERG WT inh -5, Giardia killer 3, Coupling enz -3, GALK inh 0%, Menin-MLL TR inh 18% and MLL CXXC-DNA inh 6%.
For COc1ccc(/C=C2\SC(=S)N(CC(=O)NCCO)C2=O)cc1 the results were PKM2 act -3%, TRPV1 ag -1, B2AR arrestin -0.4%, USP2a inh 2%, hERG WT inh -4, Giardia killer -1, Coupling enz 1, GALK inh 1%, Menin-MLL TR inh -4%, MLL CXXC-DNA inh -6% and KCNH2 3.1 inh -36.
`COc1ccc(NC(=O)c2cccc(N3C(=O)c4ccc(C(=O)Nc5ccc(OC)c(O)c5)cc4C3=O)c2)cc1O` gave PKM2 act -6%, TRPV1 ag 0, B2AR arrestin -0.2%, USP2a inh -1%, hERG WT inh 13, Giardia killer inconclusive, GALK inh -5%, MLL CXXC-DNA inh -2% and KCNH2 3.1 inh 6.
`CCC1CCc2c(sc(NC(C)=O)c2C#N)C1` (stereo not given) gave PKM2 act 1%, TRPV1 ag 0, B2AR arrestin 0.0%, USP2a inh 0%, hERG WT inh 5, Giardia killer -3, Coupling enz 0, GALK inh 1%, Menin-MLL TR inh 3%, MLL CXXC-DNA inh 13% and KCNH2 3.1 inh 5.
O=[N+]([O-])c1ccc(OCCO)nc1 was read as PKM2 act -1%, TRPV1 ag 1, B2AR arrestin -0.1%, USP2a inh -3%, hERG WT inh 6, Giardia killer -11, Coupling enz 0, GALK inh 7%, MLL CXXC-DNA inh 1% and KCNH2 3.1 inh 1.
`COc1ccccc1S(=O)(=O)Cc1ccc(C(=O)NCc2ccc(C)cc2)o1` gave TRPV1 ag -4, B2AR arrestin 0.1%, USP2a inh -2%, hERG WT inh 3, Giardia killer 5, Coupling enz -1, GALK inh 2%, Menin-MLL TR inh 1%, MLL CXXC-DNA inh -3% and KCNH2 3.1 inh -29.
`Cc1ccccc1NC(=O)/C(=C\c1cccs1)NC(=O)c1ccco1` gave PKM2 act 9%, TRPV1 ag 0, B2AR arrestin 0.0%, USP2a inh 0%, hERG WT inh -9, Giardia killer 0, Coupling enz 3, GALK inh -3%, Menin-MLL TR inh 19%, MLL CXXC-DNA inh -8% and KCNH2 3.1 inh 2.
For COc1ccc(C)cc1N(CC(=O)Nc1cccnc1)S(=O)(=O)c1ccccc1 the results were PKM2 act 3%, TRPV1 ag inconclusive, B2AR arrestin 0.0%, USP2a inh -1%, hERG WT inh -2, Giardia killer -9, Coupling enz 0, GALK inh -1%, Menin-MLL TR inh 5%, MLL CXXC-DNA inh 8% and KCNH2 3.1 inh -1.
CN(CCCOc1ccccc1Br)Cc1ccccc1 was read as PKM2 act 1%, TRPV1 ag 0, B2AR arrestin -1.2%, USP2a inh 2%, hERG WT inh 45, Giardia killer 30[activator], Coupling enz 0, GALK inh 1%, Menin-MLL TR inh -9%, MLL CXXC-DNA inh 6% and KCNH2 3.1 inh -30.
`Cc1cc2c(nn1)CCC/C2=N\O` gave PKM2 act -1%, TRPV1 ag 0, B2AR arrestin 0.2%, USP2a inh -2%, hERG WT inh -15, Giardia killer -1, Coupling enz 1, GALK inh 1%, Menin-MLL TR inh -8% and MLL CXXC-DNA inh -1%.
For COc1ccccc1COCC(O)CNCC1(N2CCCCC2)CCCCC1 (stereo not given) the results were PKM2 act -10%, TRPV1 ag 0, B2AR arrestin 0.3%, USP2a inh 0%, hERG WT inh 10, Giardia killer -4, Coupling enz 0, GALK inh -2%, Menin-MLL TR inh -20%, MLL CXXC-DNA inh -1% and KCNH2 3.1 inh -14.
For S=C(NCCCN1CCOCC1)NCCCN1CCOCC1 the results were PKM2 act 3%, TRPV1 ag -2, B2AR arrestin -0.6%, USP2a inh 1%, hERG WT inh -3, Giardia killer -9, Coupling enz -22, GALK inh 1%, Menin-MLL TR inh 2%, MLL CXXC-DNA inh -8% and KCNH2 3.1 inh -15.
CCOC(=O)C(/C=C(\C#N)C(=O)OCC)=C(/N)N1CCN(c2ccccc2)CC1 was read as PKM2 act -2%, TRPV1 ag 0, B2AR arrestin -0.9%, USP2a inh 4%, hERG WT inh 6, Giardia killer 0, Coupling enz 2, GALK inh 1%, Menin-MLL TR inh -6%, MLL CXXC-DNA inh -3% and KCNH2 3.1 inh -9.
For CCOC(=O)c1cc2c(ccn2C)n1CC(=O)N1C(C)CCCC1C (stereo not given) the results were PKM2 act 2%, TRPV1 ag 0, B2AR arrestin 0.0%, USP2a inh 10%, hERG WT inh 0, Giardia killer 9, Coupling enz -5, GALK inh 1%, Menin-MLL TR inh -3%, MLL CXXC-DNA inh -7% and KCNH2 3.1 inh 9.
`CCOc1ccc(NC(=O)Nc2ccc(Cc3ccncc3)cc2)cc1` gave PKM2 act -6%, TRPV1 ag 2, B2AR arrestin -1.0%, USP2a inh -1%, hERG WT inh 1, Giardia killer -16, Coupling enz 3, GALK inh 5%, MLL CXXC-DNA inh 1% and KCNH2 3.1 inh 0.
For Cc1ccc(F)cc1NC(=O)c1ccc2c(c1)OCO2 the results were PKM2 act 1%, TRPV1 ag 0, B2AR arrestin -0.3%, USP2a inh -2%, hERG WT inh 2, Giardia killer 8, Coupling enz -4, GALK inh -1%, Menin-MLL TR inh -23%, MLL CXXC-DNA inh 1% and KCNH2 3.1 inh 5.
`Cc1n[nH]c(=S)n1/N=C/c1ccc(OCc2ccc(Cl)cc2Cl)cc1` gave PKM2 act -4%, TRPV1 ag 1, B2AR arrestin -0.6%, USP2a inh 0%, hERG WT inh -9, Giardia killer 5, Coupling enz -2, GALK inh 0%, Menin-MLL TR inh 9%, MLL CXXC-DNA inh 12% and KCNH2 3.1 inh 23.
